# ER stress rescue: rescue of cells from ER stress-induced death, primary screen, 384-well, CSM14.1, thapsigargin, ATP luminescence (AID 1222); one-dose cellular ATP content (survival), % at 20 µM; EC50 in µM for titrated hits; CSM14.1 thapsigargin-induced death rescue, ATP luminescence; higher % means a stronger effect; 190,000 tested, under 10 active;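 active = EC50 below 50 µM in the dose-response confirmation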;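 note: death triggered by thapsigargin at about 15 µM added after 2 h compound pretreatment; cell ATP read after overnight thapsigargin exposure of roughly 18 to 22 hours; normalized against plate controls of thapsigargin alone and 5% DMSO vehicle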
# Dynein cargo inh: blocks dynein driven cargo transport along microtubules. 220,000 compounds, 0.47% hits. 3617.4 mouse cells, GR-EGFP nuclear translocation imaging; test concentration mostly 20 µM; stimulated with dexamethasone, 1 µM; stronger effect = lower value. z-score, hits read low;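 active = plate z-score of nuclear minus cytoplasmic receptor signal below a set negative limit, without overly bright fluorescence or cell loss, cut at about -3.5 in these data, passing the limit was not always enough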;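 note: z-score of nuclear minus cytoplasmic ring GR-EGFP intensity difference per well; some compounds called inactive have numbers as strong as hits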
#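 Buffer or medium: tetracycline-free induction medium containing charcoal-stripped FBS / Reagent: dexamethasone agonist, 1.0 µM final, for 30 min / Technique: automated 10x imaging of fixed Hoechst-stained cells / Times: induction 48 h, compound 1 h, agonist 30 min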
# Lipid droplet: modulators of hepatic lipid droplet formation. AML12 mouse hepatocytes, oleate lipid droplets, BODIPY imaging. inhibition, % at 6.5 µM. 240,000 compounds, 0.4% hits. AID 1656;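 active = lipid droplet intensity inhibited by at least 50%, with more than 500 cells counted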
#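 Assay system: AML12 mouse liver cells | Compound: 6.5 µM single-point dosing | Schedule: Overnight exposure | Technique: Fluorescence imaging, 20x objective, two fields per well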
# MT stabilizer: microtubule stabilization, imaging screen. % tubulin-high responders, % at 10 µM. HeLa tubulin immunostaining HCS, 24 h; share of cells brighter than vehicle mean+2SD. AID 2205. 200,000 compounds, 0.83% hits;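 active = plate Z-score above 3 for both tubulin-high and condensed-nucleus cell shares, with cell loss under 80%, at 10 µM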;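 note: anti alpha tubulin signal scored within the nucleus-defined area of each cell; some results filed as inactive read as strong as hits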
# Yfh1-depleted yeast: enhancers of respiration in Yfh1-depleted yeast, dose response, Friedreich's ataxia, plus single-dose screen (AID 1465); S. cerevisiae Yfh1-off respiration, WST-1 reduction, 72 h; higher fold induction means a stronger effect; fold induction at 50 µM, or EC50 in µM where a hit was titrated; 220,000 compounds, 0.074% hits;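 active = fold induction of absorbance versus untreated yeast above a set limit, then at least 30% activation at any dose in follow-up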;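 note: activators that raise dye reduction in frataxin-depleted yeast; strong numbers were not always called active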
# Ins promoter up: MIN6 insulin promoter up-regulation | MIN6 insulin promoter-GFP reporter, high-content imaging; stronger effect = higher value | z-score at 5 µM | 190,000 compounds, 0.3% hits;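 active = z-score above 3 at 5 µM with at least 500 cells counted in the well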
# M17LAP inhibition: P. falciparum M17LAP inhibitors, primary screen, biochemical, fluorogenic H-Leu-NHMec substrate, 1536-well (AID 1619); recombinant M17LAP, H-Leu-NHMec fluorogenic kinetic assay; higher % means a stronger effect; inhibition, % at 30 µM, or IC50 in µM where a hit was titrated; 220,000 compounds, 0.38% hits;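 active = compound inhibiting the enzyme by more than half at any dose during confirmatory dose-response retesting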;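 note: plate controls were full reaction with DMSO carrier for no effect and no enzyme background for full effect; strong numbers were not always called active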
# P. falciparum M1AAP: P. falciparum M1AAP inhibitors, biochemical, fluorogenic H-Leu-NHMec substrate, 1536-well (AID 1445). recombinant M1AAP, H-Leu-NHMec fluorogenic kinetic assay; higher % means a stronger effect. inhibition, % at 30 µM; hits with a dose series show IC50 in µM. 220,000 compounds, 0.42% hits;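 active = primary inhibition above the hit cutoff, then over 50% inhibition at one or more dose response concentrations, cut at about 23% in these data, passing the limit was not always enough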;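 note: plate controls were DMSO full reaction for no effect and no enzyme background for full effect; strong numbers were not always called active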
# Autophagy mod: autophagy modulation, high-content screen; MEF GFP-LC3 puncta imaging; test concentration mostly 10 µM; calls only at 10 µM (by protocol); 190,000 compounds, 0.98% hits;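 active = percentage of spot-positive cells more than 3 SD above its plate mean, without a fluorescence outlier flag or 80% toxicity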;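 note: spot-positive cell cutoff set from DMSO-treated cells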
# Dynein cargo inh cytoplasmic EGFP: also measured in Dynein cargo inh; calls as there; z-score; measured here: cytoplasmic GR-EGFP intensity; stronger effect = higher value
# Dynein cargo inh nuclear GR-EGFP: second read-out of Dynein cargo inh, no call of its own (marks repeat the call); z-score; measured here: nuclear GR-EGFP intensity;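 lower value marks the stronger effect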
# Dynein cargo inh cell count: further read-out of Dynein cargo inh, marked with its call; z-score; measured here: cell count per field
# Ins promoter up cell count: also measured in Ins promoter up; calls as there; cell count; measured here: cytotoxicity, nuclei count;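 total cells summed across four imaged fields per well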
# Lipid droplet cells 6.5 µM: recorded beside Lipid droplet, whose call it bears; cell count; measured here: cell count, cytotoxicity flag;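 cells counted across two imaged fields per well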
# MT stabilizer Hoechst-high %: further read-out of MT stabilizer, marked with its call; % Hoechst-high responders; measured here: nuclear condensation Hoechst responders;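 share of cells brighter than vehicle mean plus two SD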
# MT stabilizer cytotoxicity %: also measured in MT stabilizer; calls as there; toxicity, %; measured here: cytotoxicity by cell density;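 0% = mean cell density of plate MIN control wells and 100% = no cells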
# Autophagy mod cell loss 18 h: recorded beside Autophagy mod, whose call it bears; toxicity, %; measured here: cell loss, nuclei count;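 cell loss after 18 h compound exposure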
# The depositor's hits bear a star; i = inactive; · = not tested or not shown; + = active, no number.
SMILES	ER stress rescue	Dynein cargo inh	Dynein cargo inh cytoplasmic EGFP	Dynein cargo inh nuclear GR-EGFP	Dynein cargo inh cell count	Lipid droplet	Lipid droplet cells 6.5 µM	MT stabilizer	MT stabilizer Hoechst-high %	MT stabilizer cytotoxicity %	Yfh1-depleted yeast	Ins promoter up	Ins promoter up cell count	M17LAP inhibition	P. falciparum M1AAP	Autophagy mod	Autophagy mod cell loss 18 h
COC(=O)NC(=S)Nc1ccc(Oc2ccc(Cl)cc2)c(Cl)c1	-4.7%	-0.89	-0.22	-0.57	0.67	-2	761	1.3	1.7	11	i	0.27	873	14%	7%	i	-7
c1csc(-c2noc(CN3CCc4sccc4C3)n2)c1	0.9%	-1.7	-0.32	-0.57	0.65	6	683	·	·	·	i	-0.24	1529	-2%	-3%	i	-15
O=C(Nc1c(C(=O)N2CCOCC2)cnn1-c1ccccc1Cl)c1ccco1	-1.3%	-0.66	-0.2	-0.31	1.1	16	692	2.8	2.2	7.1	i	-0.52	1349	-6%	5%	i	-5
COC(=O)C1=C(N)Oc2cc(C)n(Cc3ccncc3)c(=O)c2C1c1cccnc1 (centres undefined)	·	1.1	-0.17	-0.27	0.5	·	·	4.0	1.6	4.9	i	·	·	·	·	i	-5
CCN(CC)C(=O)C(=O)c1c(-c2ccccc2)[nH]c2ccccc12	0.4%	-0.75	-0.25	-0.59	0.64	-4	685	2.9	1.6	8.7	i	-0.5	1471	22%	12%	i	10
Cc1ccccc1Nc1c(-c2ccccn2)nc2c(C)cccn12	1.6%	-0.14	-0.28	0.2	-0.039	-14	628	3.7	4.2	5.5	i	-0.47	886	6%	3%	i	-3
O=C1c2nc3ccccn3c2C(=O)N1Cc1ccccc1	-2.9%	-0.18	-0.17	0.076	0.076	·	·	9.0	3.0	5.0	i	2	1129	4%	2%	i	13
CCc1nc(NCCN)c(C#N)c2c1CSC(C)(C)C2	-2.3%	-0.32	-0.24	-0.07	0.092	-7	826	1.7	2.0	9.3	i	·	·	-5%	-1%	i	-7
CC(=O)c1cccc(NC(=O)COc2ccc(S(=O)(=O)N3CCCCC3)cc2)c1	1.6%	-0.42	0.29	0.15	-0.24	25	764	2.0	1.3	6.8	i	-0.05	1231	-2%	7%	i	2
O=C(NCCCn1ccnc1)C(=O)NCC1OCCCN1S(=O)(=O)c1ccccc1 (centres undefined)	-2.0%	-0.23	-0.29	-0.44	0.4	9	732	1.7	2.0	5.2	i	0.86	1349	-3%	2%	i	-13
O=C(O)c1cnn(-c2ccccc2)c1C(F)(F)F	-0.4%	0.11	-0.27	0.29	-0.3	-1	704	3.1	1.6	7.5	i	-0.15	1258	-2%	2%	i	-7
COc1ccc(-n2nc([N+](=O)[O-])c(=NCc3ccc4c(c3)OCO4)n2O)cc1	-2.6%	0.081	-0.31	-0.12	0.53	14	729	2.8	1.4	0.3	i	-0.56	1299	0%	-1%	i	27
COc1ccc2[nH]c(=O)c(CN(C(=O)c3cccnc3)c3cc(C)ccc3C)cc2c1	·	-0.73	-0.22	-0.46	-0.1	1	643	·	·	·	i	0.21	1078	-2%	0%	·	·
O=C1CCCCC1S(=O)(=O)c1ccccc1 (centres undefined)	-0.4%	3.4	-0.16	2	-1.9	-1	707	2.6	3.7	13	i	0.13	1250	3%	7%	i	-7
COc1ccc([N+](=O)[O-])cc1NC(=O)COC(C)=O	-8.3%	-0.29	-0.22	0.1	0.23	-12	711	3.7	1.3	5.4	i	1.7	1354	0%	0%	i	3
COc1ccc(OCC(O)CNC(=O)Nc2cc(F)ccc2C)cc1 (centres undefined)	·	-1.2	-0.24	-0.77	0.4	0	701	·	·	·	i	1	1318	-2%	-1%	·	·
C=CCSc1nc2ccsc2c(=O)n1-c1cccnc1	0.7%	0.47	-0.35	0.62	0.82	10	710	2.1	3.4	12	i	-0.08	1330	-2%	-8%	i	2
CN(C)CCCN1C(=O)C(=O)/C(=C(/O)c2ccncc2)C1c1cccc(Br)c1 (centres undefined)	·	-0.86	-0.17	-0.22	0.21	-2	653	4.4	1.6	7.0	i	1.2	1342	2%	2%	i	-3
COc1cnc(-c2ccccc2)[nH]c1=O	-0.5%	0.12	-0.18	0.099	-0.57	7	704	3.2	1.9	2.4	·	-0.07	1151	10%	-1%	i	-3
COc1cccc(OCC(Cn2c(C)nc3ccccc32)OC(C)=O)c1 (centres undefined)	-1.6%	0.33	-0.24	0.61	-0.86	-1	647	4.1	4.2	8.2	i	-0.13	1419	-5%	7%	i	0
Cc1ccccc1Cn1nc(C)c(NC(=O)c2cc3nc(-c4ccco4)cc(C(F)(F)F)n3n2)c1C	1.5%	-0.1	-0.21	0.13	0.018	·	·	2.0	0.9	8.4	i	-2	903	-4%	7%	i	47
COc1ccc(C2CC(C(F)(F)F)n3nc(C(N)=O)c(Cl)c3N2)cc1OC (centres undefined)	-0.9%	-0.79	-0.35	-0.18	0.47	·	·	4.7	2.7	5.6	i	-0.27	1114	-2%	2%	i	0
COc1ccc(N2CCN(CCCNC(=O)C3CCCN(S(=O)(=O)c4cnc[nH]4)C3)CC2)cc1 (centres undefined)	-0.4%	-0.042	-0.22	0.21	-0.094	7	554	2.4	2.0	12	i	0.34	1860	2%	4%	i	-18
S=C(Nc1ccc2snnc2c1)N1CCN(c2ccccn2)CC1	3.7%	-0.3	-0.22	0.51	0.64	15	784	2.6	1.6	5.7	·	0.12	893	4%	-8%	i	38
C=COCCn1c(=N)n(CCC)c2ccccc21	-0.6%	-0.92	-0.24	-0.33	0.69	·	·	2.0	4.8	9.7	i	-0.06	1431	-3%	0%	i	2
COc1cc(OC)c(NC(=S)Nc2cc(Cl)cc(Cl)c2)cc1Cl	-1.1%	-0.62	0.053	-0.28	0.41	-7	767	3.7	1.8	4.2	i	-1.7	1134	-2%	8%	i	1
CCCNS(=O)(=O)c1ccc(NC(=O)Cc2cccs2)cc1	-1.7%	2.4	-0.24	1.9	-1.3	3	747	3.0	1.6	3.0	·	·	·	14%	-1%	i	-2
O=C(CCS(=O)CCC(=O)NCc1ccccc1)NCc1ccccc1	0.0%	-0.42	-0.11	-0.13	0.61	·	·	2.8	4.0	10	i	-0.79	913	1%	6%	i	-3
CCOc1ccc(S(=O)(=O)Nc2ccccc2SC)c2cccnc12	2.5%	-0.016	-0.17	0.32	1.1	·	·	4.3	2.4	11	i	·	·	-9%	-1%	i	15
CCOC(=O)c1ccc(N2C(=O)CC(N3CCN(Cc4ccccc4)CC3)C2=O)cc1 (centres undefined)	1.1%	-0.4	-0.14	-0.15	0.35	·	·	2.1	1.4	0.7	i	0.33	1056	-1%	9%	i	-11
CCn1c(C)nc2cc(C(=O)NNC(=S)Nc3ccc(Cl)cc3)ccc21	·	-0.94	-0.26	-0.094	2.1	-3	640	·	·	·	i	0.18	887	13%	-13%	·	·
CCCOP(=O)(OCCC)C(Nc1cccc(C(F)(F)F)c1)c1ccc(C)cc1 (centres undefined)	-1.1%	-0.33	0.26	-0.18	0.24	·	·	1.9	1.6	11	i	-1.2	1328	13%	1%	i	37
COC(=O)c1ccc(NC(=S)NCc2ccco2)cc1	0.1%	0.017	-0.16	0.63	0.47	3	624	6.1	2.3	7.8	i	-0.69	1696	-4%	1%	i	8
Cc1ccc(CSCC(=O)N2CCCC2)cc1	-1.5%	-0.36	-0.0021	-0.14	0.64	-2	673	1.4	1.1	8.5	i	-0.68	1517	12%	5%	i	-36
CCCN1C(=O)/C(=C/c2ccc(N3CCCC3)c(C)c2)NC1=S	-2.0%	1.8	-0.075	-0.044	-1.5	·	·	1.8	2.8	7.7	i	·	·	-1%	3%	+	-31*
Cn1ccnc1C(=O)c1cc(=O)c2ccccc2o1	0.9%	0.037	-0.13	-0.18	0.48	·	·	1.9	1.8	6.2	i	0.27	1093	-10%	8%	i	-3
CC(=O)c1cc(C#N)c(SCc2ccccn2)nc1C	·	-0.47	-0.26	-0.63	0.33	-6	467	·	·	·	i	-0.09	1088	-7%	0%	·	·
COC(=O)C1=C(N)c2ccccc2C1(C#N)c1ccccc1 (centres undefined)	-1.0%	-0.49	-0.14	-0.41	0.86	-23	754	1.2	1.1	4.4	i	0.91	848	-8%	2%	i	-4
Cn1c(SCC(=O)NCCc2ccccc2)nc2c([nH]c3ccccc32)c1=O	1.5%	1.3	-0.13	1.3	-1.5	5	677	4.6	0.8	6.1	i	0.89	1568	-1%	3%	i	-14

# 2 of these compounds in another layout.
Molecule: C=COCCn1c(=N)n(CCC)c2ccccc21
  ER stress rescue: -0.6% | Dynein cargo inh: -0.92 | Dynein cargo inh cytoplasmic EGFP: -0.24 | Dynein cargo inh nuclear GR-EGFP: -0.33 | Dynein cargo inh cell count: 0.69 | Lipid droplet: · | Lipid droplet cells 6.5 µM: · | MT stabilizer: 2.0 | MT stabilizer Hoechst-high %: 4.8 | MT stabilizer cytotoxicity %: 9.7 | Yfh1-depleted yeast: i | Ins promoter up: -0.06 | Ins promoter up cell count: 1431 | M17LAP inhibition: -3% | P. falciparum M1AAP: 0% | Autophagy mod: i | Autophagy mod cell loss 18 h: 2
Molecule: COc1cc(OC)c(NC(=S)Nc2cc(Cl)cc(Cl)c2)cc1Cl
  ER stress rescue: -1.1% | Dynein cargo inh: -0.62 | Dynein cargo inh cytoplasmic EGFP: 0.053 | Dynein cargo inh nuclear GR-EGFP: -0.28 | Dynein cargo inh cell count: 0.41 | Lipid droplet: -7 | Lipid droplet cells 6.5 µM: 767 | MT stabilizer: 3.7 | MT stabilizer Hoechst-high %: 1.8 | MT stabilizer cytotoxicity %: 4.2 | Yfh1-depleted yeast: i | Ins promoter up: -1.7 | Ins promoter up cell count: 1134 | M17LAP inhibition: -2% | P. falciparum M1AAP: 8% | Autophagy mod: i | Autophagy mod cell loss 18 h: 1

# Compound activity as filed in PubChem BioAssay.
